# Compound activity as filed in PubChem BioAssay.
# HTR5A inv ctr – inverse agonist of human HTR5A in OPRM1-OPRD1 counter-screen; P47898; HTR5A cell line, luminescence, inverse agonism; inhibition, % at 9.3 µM; 340,000 compounds, 0.083% hits; AID 504634; in the data active = inhibition mostly above about 23%, no sharp cut-off; inactive = mostly below about 18%;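 note: 0% = cells with DMSO and 100% = no-cell wells with DMSO; some compounds called inactive have numbers as strong as hits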
# Target sequence (P47898 whole entry, looked up): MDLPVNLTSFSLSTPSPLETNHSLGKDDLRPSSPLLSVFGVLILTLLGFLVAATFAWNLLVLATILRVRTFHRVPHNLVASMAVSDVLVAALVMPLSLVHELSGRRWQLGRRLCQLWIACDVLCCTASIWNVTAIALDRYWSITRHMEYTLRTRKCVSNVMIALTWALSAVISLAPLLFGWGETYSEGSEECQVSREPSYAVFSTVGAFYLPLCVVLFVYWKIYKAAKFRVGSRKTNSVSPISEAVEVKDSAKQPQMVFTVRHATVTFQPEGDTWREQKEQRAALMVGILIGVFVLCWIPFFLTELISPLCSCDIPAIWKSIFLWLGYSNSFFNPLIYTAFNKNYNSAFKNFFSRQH
# phage Ecoli inh – E. coli growth loss with phage present | inhibition, % at 11.9 µM | 360,000 compounds, 0.26% hits | growth absorbance; in the data active = inhibition above about 11%
# PKA-R2B act – PKA-R2B complex activation; P22694+P31323; activation, % at 11.4 µM; 340,000 compounds, 0.079% hits; PKA-R2B holoenzyme dissociation, Cy5-IP20 fluorescence polarization; R2B truncated from residue 108, S112A mutant; 0% DMSO only, 100% 113 µM cGMP;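 active = activation above a cutoff set at the mean over all compounds plus 3 SD, cut at about 18% in these data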;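 note: higher means more holoenzyme dissociation and a rise in polarization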
# Target sequence (P31323 whole entry, looked up, other chains not shown, the tested form may be a part): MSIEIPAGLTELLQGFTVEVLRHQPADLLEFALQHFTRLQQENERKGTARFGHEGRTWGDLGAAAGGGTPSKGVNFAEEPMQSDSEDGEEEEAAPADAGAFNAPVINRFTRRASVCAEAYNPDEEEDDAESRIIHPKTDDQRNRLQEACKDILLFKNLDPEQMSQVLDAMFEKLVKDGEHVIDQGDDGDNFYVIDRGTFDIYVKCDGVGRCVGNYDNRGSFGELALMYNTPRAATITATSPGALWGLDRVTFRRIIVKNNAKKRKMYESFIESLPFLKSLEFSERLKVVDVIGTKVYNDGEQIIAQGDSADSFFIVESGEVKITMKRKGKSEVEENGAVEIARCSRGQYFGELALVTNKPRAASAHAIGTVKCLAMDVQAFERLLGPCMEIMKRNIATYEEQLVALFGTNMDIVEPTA
# PKA-R1A act – PKA-R1A complex activation; AID 504707; 340,000 compounds, 0.083% hits; PKA-R1A dissociation, Cy5-IP20 fluorescence polarization; scaled: DMSO 0%, 113 µM cGMP 100%; activation, % at 11.4 µM; P00514+P68181;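 active = percent activation above the mean of all tested compounds plus 3 SD, cut at about 19% in these data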;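 note: higher means more PKAc released from R1A so a rise in polarization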
# E coli growth – bacterial growth inhibition, counter-screen for AddAB inhibitors | 330,000 compounds, 0.27% hits | inhibition, % at 11.9 µM | E. coli V3065 growth, OD600 absorbance, 18 h;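 active = inhibition above the campaign's mean inhibition across all tested compounds plus 3 SD, cut at about 9.9% in these data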;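 note: uninfected addAB+ strain grown without phage in ampicillin broth; 0% = DMSO wells and 100% = ciprofloxacin 0.95 µg/ml wells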
# OPRM1-OPRD1 inv – inverse agonists of human mu-delta opioid receptor heterodimerization. inhibition, % at 9.3 µM. cell-based MOR-DOR heterodimer luminescence, inverse agonism. P35372+P41143. 340,000 compounds, 0.21% hits; in the data active = inhibition above about 22%, passing the limit was not always enough;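 note: 0% = cells with DMSO and 100% = wells without cells with DMSO; values of inactives mirror those of a sister screen read the other way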
# PfHsp90 set2 – reduces growth (ATP signal) of yeast expressing P. falciparum Hsp90 | 310,000 compounds, 0.32% hits | inhibition, % at 9.4 µM | S. cerevisiae expressing PfHsp90, BacTiter-Glo ATP, 48 h; yeast lacking PDR1 and PDR3 efflux regulators;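 active = every replicate shows inhibition above about 80%, whatever the replicate mean, limit read from the data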;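 note: 0% = DMSO neutral controls and 100% = 20 µM radicicol positive controls; yeast relying on Plasmodium falciparum Hsp90 in place of its own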
# AddAB inh – less growth of phage-infected E. coli with AddAB; E. coli expressing H. pylori AddAB, absorbance growth; inhibition, % at 11.9 µM; 330,000 compounds, 0.29% hits; AID 435030; in the data active = inhibition above about 12%;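 note: 0% = vehicle wells of infected cells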
# Tat transport – blocks Tat-dependent protein export in E. coli. AID 488895. inhibition, % at 10 µM. 340,000 compounds, 0.036% hits. E. coli MC4100 TorA-mCherry Tat export, fluorescence;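 active = mean replicate inhibition at least 50% and at least half of replicates individually reaching 50%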;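 note: exported cargo escapes ClpAP degradation while cytoplasmic cargo is degraded and loses fluorescence; 0% = median of neutral control wells and 100% = median of NaSCN control wells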
# MOR-DOR ag – agonists of human mu-delta opioid receptor heterodimerization; P35372+P41143; cells, OPRM1-OPRD1 heterodimerization, luminescence; activation, % at 9.3 µM; 340,000 compounds, 0.3% hits; in the data active = activation above about 18%;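 note: 0% = vehicle-treated cells and 100% = reference agonist; values of inactives mirror those of a sister screen read the other way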
# Mot1-301 SUMO – inhibitors of SUMOylation pathway: yeast Mot1-301 growth rescue. S. cerevisiae Mot1-301 growth rescue, ATP luminescence, 38.5C; percent above DMSO median, 100 means doubled. growth rescue, % at 18.8 µM. AID 2716. 320,000 compounds, 1% hits;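 active = every valid replicate shows activation above 250% relative to neutral control wells; inactive = the rest, any valid replicate at or below 250%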;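 note: OY570 slx delta 5 strain wells were the positive control but not used for scaling; some compounds called inactive have numbers as strong as hits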
# Active calls of the source: *; x = no result given; + = active, no number.
mol	HTR5A inv ctr	phage Ecoli inh	PKA-R2B act	PKA-R1A act	E coli growth	OPRM1-OPRD1 inv	PfHsp90 set2	AddAB inh	Tat transport	MOR-DOR ag	Mot1-301 SUMO
Cc1cccc(OCCCOc2cccc3cccnc23)c1C	0	4.1	-12	-5	-1.7	-31	-12	-0.1	22	7.4	0
O=c1cc(CN2CCCc3ccccc32)nc2sccn12	-12	3.5	-4	-6	1.0	-1	-11	-2.3	-3	0.2	-13
Cc1csc(=O)n1CCC(=O)OCC(=O)Nc1cccc(C#N)c1	18	3.4	-10	5	-1.6	6	-18	-1.0	6	-0.9	11
COc1ccc(CNC(=O)c2cccc(N(C)C)c2)cc1	26	3.5	-11	1	-1.1	-17	-1	1.7	-7	2.9	-13
O=C1CCCC2=C1C(c1ccccc1)NC(=S)N2 (stereo unspecified)	-2	1.6	7	-2	-1.1	4	22	0.7	-8	-0.7	1
CCc1ccccc1NC(=O)CSc1nnc([C@@H](NC(=O)OC(C)(C)C)C(C)CC)o1 (stereo partly specified)	-9	2.0	8	-6	-2.7	4	x	1.4	7	-0.8	-2
O=S1(=O)CCN(Cc2cccc(Cl)c2)CC1	22	-0.3	-8	-2	-1.5	5	-11	0.9	-10	-1.2	66
COC(=O)C1=C(C)N(C)C(=O)NC1c1ccsc1 (stereo unspecified)	8	3.8	-3	-4	-1.8	7	36	-0.8	-1	-1.0	102
COc1ccc(-c2cc(C(=O)N(C)Cc3ccccc3)no2)cc1OC	-28	x	5	-8	2.9	-12	-11	-2.2	14	2.2	2
CNC(=S)N/N=C(\C)c1ccccc1	16	-1.8	1	5	0.3	4	-7	2.0	1	-0.8	-17
COc1cc(-c2nnc(SC/C=C/c3ccccc3)n2N)cc(OC)c1OC	-14	0.9	-7	-6	0.1	10	11	-1.5	5	-1.9	1
CC1(C)CC(=O)C(=Cc2cn(-c3ccccc3)nc2-c2ccccc2)C(=O)C1	-24	-0.1	9	-9	-0.3	8	28	1.2	-3	-1.6	-16
CCOC(=O)c1csc(COc2ccc(OC)cc2)n1	4	0.8	8	-1	3.5	1	-2	2.7	6	-0.2	25
O=C(Nc1ccc(OC(F)F)cc1)c1cc[n+]([O-])cc1	-45	0.8	-8	0	0.1	-1	-15	2.0	1	0.1	12
Nc1nnc(-c2ccco2)s1	-12	0.8	-8	-4	-0.4	-12	-10	-1.2	5	1.8	409
CN1CCN(c2nc3c(c(=O)[nH]c(=O)n3C)n2Cc2cccc(Br)c2)CC1	-9	1.5	0	-7	0.2	18	38	-0.7	-2	-3.6	3
COc1ccc(CCCc2nc3ccccc3[nH]2)cc1	19	5.8	9	0	-0.4	12	-2	4.8	4	-2.3	-9
O=C(CNC(=O)c1ccco1)NCC(=O)OCc1ccccc1Cl	-1	1.4	-5	-5	-2.0	-5	12	0.9	-2	0.7	-10
COc1cccc(/C=N/NC(=O)CC(C)O)c1OC/C=C/c1ccccc1 (stereo unspecified)	13	2.8	2	-1	x	13	-26	x	4	-2.3	-12
C/C(=N\NS(=O)(=O)c1cccc([N+](=O)[O-])c1)c1cccnc1	-1	2.4	1	3	-0.1	8	22	2.0	0	-1.6	1
ON(CCc1ccncc1)Cc1ccccc1	4	2.1	7	-2	x	44*	x	x	16	-8.3	x
O=c1nc2n(c3ncccc13)CCC2	-6	1.1	0	0	1.3	7	1	1.1	-1	-1.3	4
Cc1cc(C(=O)Nc2sc3c(c2C#N)CCC(C)C3)cs1 (stereo unspecified)	5	1.6	1	-12	0.5	-11	-10	-0.5	3	1.9	-4
CCOC(=O)c1sc2nc3c(cc2c1N)COC(C(C)C)C3 (stereo unspecified)	13	0.6	-5	-18	2.7	19	9	-0.7	-6	-4.4	-16
COc1ccccc1CC(NC(C)=O)C(=O)NC1CCN(C(=O)Nc2ccccc2Cl)CC1 (stereo unspecified)	-11	4.1	-1	-2	-1.0	14	5	-0.4	-9	-2.6	4
CCN(CC(=O)NC(C)(C)C)C(=O)CN1c2cccc3cccc(c23)S1(=O)=O	4	4.0	2	6	0.0	4	5	0.2	-1	-0.8	-2
O=S(=O)(NCc1ccc(Cl)cc1)c1cnc[nH]1	24	1.4	4	13	-5.1	-2	5	0.9	0	0.3	+
Cc1ccc(NC(=O)Cn2nnc(-c3ccccc3NC(=O)c3cccs3)n2)cc1	-7	2.5	3	14	-3.3	-9	25	0.5	-5	1.6	3
COc1ccc(N2CCN(CCNC(=O)C3CC(=O)N(C4CCCC4)C3)CC2)cc1 (stereo unspecified)	-2	1.1	-6	1	-1.4	11	-13	1.1	1	-1.8	12
O=C(CCN1C(=O)S/C(=C/c2ccc(F)cc2)C1=O)Nc1ccc(O)c(C(=O)O)c1	4	-0.2	1	-6	-0.8	2	-17	-0.9	8	-0.3	-1
CCOC(=O)C(NCCOC)(NC(C)=O)C(F)(F)F (stereo unspecified)	9	-1.6	-4	-5	-0.5	15	-28	2.3	-5	-3.0	-10
N#CNC1=NCN(CCc2ccccc2)CN1	-19	3.9	1	8	2.7	6	-20	3.5	-2	-1.2	19
COc1ccccc1CNS(=O)(=O)c1ccc2c(c1)N(C(C)=O)CCO2	-1	3.4	2	6	-0.4	1	32	0.8	3	-0.2	143
CCOC(=O)Cn1cc(/C=C(/C#N)C(=O)NC(C)C)c2ccccc21	-2	3.0	9	3	-0.4	14	42	2.8	-6	-2.7	-6
CCOc1cccc(N)c1	-11	x	2	6	2.1	0	-32	0.3	-9	-0.1	125
CCOC(=O)c1c(C)nc2sc(C(=O)Nc3ccccc3)c(N)c2c1-c1ccc(OC)cc1	-4	x	-10	-16	-1.4	-20	-6	2.1	7	3.6	182
O=C1CN(C(=O)c2cc3ccccc3oc2=O)C(c2ccccc2)c2cc(F)ccc2N1 (stereo unspecified)	7	-0.5	-2	5	0.9	1	-13	2.0	5	-0.1	-11
Cc1ccc(C)c(NC(=O)C(CC(=O)O)C2CCCO2)c1 (stereo unspecified)	11	3.5	-6	-2	-1.3	15	0	-0.6	-8	-3.1	11
Cc1nc(N2CCN(Cc3ccccc3)CC2)nc2c1C(=O)CC(c1ccco1)C2 (stereo unspecified)	8	0.0	-2	-1	-2.0	8	x	-1.0	7	-1.6	23
COc1ccc(N2CC(C(=O)Nc3ccc(S(=O)(=O)Nc4nc(C)cc(C)n4)cc3)CC2=O)cc1 (stereo unspecified)	-3	2.2	-2	1	-0.6	-1	15	0.3	-6	0.1	-12
COc1ccc(OCCSc2nnc(CCNC(=O)c3ccc(Cl)c(Cl)c3)n2C)cc1	-20	3.0	-15	-10	3.3	3	-2	2.2	-10	-0.6	-10
Cc1[nH]c2ccc(C(=O)N3CCC(C(N)=O)CC3)cc2c1C	-5	2.8	-4	-11	-0.9	2	1	1.2	-5	-0.4	-14
COc1cccc(CN(C)C(=O)c2cc(COc3ccc(-n4cncn4)cc3)on2)c1	19	2.5	8	-1	-1.4	0	7	2.6	3	-0.1	2
COCCNC(=O)c1cc2c(=O)n3cccc(C)c3nc2n1C	24	2.2	7	3	-1.4	9	12	0.2	4	-1.7	96
COc1ccc(C(=O)NCC(=O)NCc2cc(=O)n(C)c(=O)n2C)cc1	-16	-0.7	5	-4	0.1	13	11	1.9	-4	-2.5	-7
CC(C)(C)NC(=O)C(c1ccc(O)cc1)N(Cc1ccco1)C(=O)CCC(=O)Nc1ccccn1 (stereo unspecified)	16	0.7	-11	-8	1.6	-15	-21	3.4	-8	2.2	16
CC(C)(C)C(O)CN1CCCC1 (stereo unspecified)	0	2.4	-6	-3	0.2	5	x	0.3	-4	-1.0	-8
CC(=O)c1ccc(O)c(CSc2nncn2C)c1	0	2.4	-8	-4	-0.9	17	x	-1.0	0	-3.5	-8
COc1ccc(Cn2c(=S)[nH]c3ccccc3c2=O)cc1	-4	-0.8	7	-11	1.4	-1	0	0.3	-2	0.2	277
COc1ccc(CCC(=O)OCC(=O)Nc2ccc(OC)c(OC)c2)cc1OC	-4	-1.5	6	0	-2.3	-6	-2	2.6	-8	0.8	119

# New compounds follow
mol	HTR5A inv ctr	phage Ecoli inh	PKA-R2B act	PKA-R1A act	E coli growth	OPRM1-OPRD1 inv	PfHsp90 set2	AddAB inh	Tat transport	MOR-DOR ag	Mot1-301 SUMO
O=C(c1ccco1)N1CCN(C(=O)c2cc(-c3ccccc3F)no2)CC1	18	3.2	0	4	-3.9	4	2	2.5	4	-0.8	15
CN(C(=O)c1cc(-n2cnnc2)ccc1Cl)c1ccccc1	-8	0.6	-4	-1	2.9	2	1	3.2	-6	-0.5	0
CCCC(=O)Nc1nc2c(c(=O)[nH]1)CCCC2	-14	3.0	0	1	-0.7	2	17	-0.2	-1	-0.4	5
CC(=O)c1ccc(OCC(=O)N2CCN(S(=O)(=O)c3ccc(Br)s3)CC2)cc1	-5	1.2	-15	6	x	3	-59	x	0	-0.5	x
O=C(/C=C/c1ccc2ccccc2c1)c1ccoc1	9	3.0	-2	1	1.1	-13	-24	1.3	2	2.3	176
CC(Sc1nnc(C2CC2)n1Cc1ccccc1)C(=O)N1CCNC1=O (stereo unspecified)	9	-1.5	-5	-5	2.3	18	23	0.6	-3	-4.1	5
Cc1ccc(SCc2cc(=O)[nH]c(N3CCN(C)CC3)n2)cc1	-24	1.3	2	-3	-0.4	10	5	1.2	-5	-1.8	-2
CC1CN(S(=O)(=O)c2ccc(-c3nc4ccccc4s3)cc2)CC(C)O1 (stereo unspecified)	-17	1.9	-1	7	0.9	8	-9	0.4	-14	-1.4	-15
CN(CC(=O)NC1CCN(Cc2ccccc2)CC1)S(=O)(=O)c1ccc(Cl)s1	10	-1.8	7	-11	-1.4	3	24	3.9	-7	-0.9	156
N/C(=N/O)c1nc(N2CCCC2)nc(N(c2ccccc2)c2ccccc2)n1	2	1.6	0	2	-1.1	-6	21	-2.8	-2	0.9	x
CCC(=O)Nc1cc(-c2nn(CC(=O)N3CCCCC3)c(=O)c3ccccc23)ccc1N1CCOCC1	6	0.6	-11	-3	-1.1	8	-3	-2.1	-4	-1.7	13
O=C(CC1CC2CCC1C2)N1CCN(S(=O)(=O)c2ccccc2F)CC1 (stereo unspecified)	-19	1.2	3	3	-1.6	5	6	-1.8	1	-1.3	25
NC(=S)N=Nc1c(O)[nH]c2ccccc12	-53	4.1	-2	-15	4.0	-1	0	2.4	-3	0.1	x
O=C1c2ccccc2NC(c2ccccc2Cl)N1N=C1CCCCCC1 (stereo unspecified)	1	3.5	0	-2	1.8	12	-36	2.9	2	-1.9	-29
